Screening data (PubChem)
MEKK2wt PB1 HTS = raises or lowers MEK5 binding to wildtype human MEKK2 PB1 domain; Q9Y2U5; bead flow cytometry, Alexa488-MEK5 binding to MEKK2 WT; actives lie on both sides; binding response (% of control), % at 10 µM; 290,000 compounds, 1.1% hits; AID 1531; in the data active = binding response below about 67% or above about 130%
MEKK2 mut-MEK5 = signal of MEK5 binding to mutant human MEKK2 PB1 domain; bead flow cytometry, Alexa488-MEK5 binding to MEKK2 mutant; percent response, % at 10 µM; 290,000 compounds, 0.35% hits; AID 1530; in the data active = percent response above about 24%, passing the limit was not always enough; note: inactives centre near 1; some results filed as inactive read as strong as hits
CRFR2-BP ag = agonists of human CRF-binding protein/CRF-R2 receptor complex. HEK293 CRF-R2/CRF-BP, calcium dye fluorescence (FLIPR); percent of saturating CRF peptide response. activation, % at 13.2 µM. 350,000 compounds, 0.46% hits. AID 588473;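 active = activation of at least 50%, plus an integration ratio under a set limit after plate pattern correction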;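 note: plate controls were neutral control wells without compound for no effect and CRF at EC100 for full effect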
FID counter = counter-screen for HCV NS3 helicase inhibitors: DNA intercalator displacement; 290,000 compounds, 0.17% hits; AID 1845; inhibition, % at 7.9 µM; DNA fluorescent intercalator displacement, fluorescence; in the data active = inhibition above about 37%;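 note: 0% = vehicle and 100% = reference compound; higher means more ethidium bromide displaced from hairpin DNA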
UBC9 SUMO inh = inhibitors of human SUMOylation (UBC9) | P63279 | HTRF SUMOylation assay, SAE1/SAE2 + UBC9, in vitro | inhibition, % at 35 µM | 290,000 compounds, 0.36% hits; in the data active = inhibition above about 50%, passing the limit was not always enough; note: strong numbers were not always called active
Target sequence (P63279 whole entry, looked up): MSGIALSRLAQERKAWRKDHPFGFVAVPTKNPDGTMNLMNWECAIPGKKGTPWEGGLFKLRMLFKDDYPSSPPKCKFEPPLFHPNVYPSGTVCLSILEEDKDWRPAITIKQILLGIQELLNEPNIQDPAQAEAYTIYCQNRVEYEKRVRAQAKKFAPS
HCV NS3 hel inh = inhibitors of Hepatitis C virus NS3 helicase; NS3 helicase DNA unwinding, Cy5 molecular beacon fluorescence; inhibition, % at 10.9 µM; 290,000 compounds, 0.56% hits;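 active = inhibition above the mean of all tested compounds plus 3 SD, set per campaign, cut at about 35% in these data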;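 note: 0% = DMSO wells and 100% = thioflavine S control wells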
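Compound dosing – single dose, 10.9 µM nominal final, DMSO 0.8% final · System – NS3 helicase fragment of HCV · Buffer or medium – MOPS pH 6.5, MgCl2, DTT, Tween20, BSA · Signal – Cy5 beacon fluorescence read at start and 1 h · Also added – annealed dual-labelled DNA beacon duplex, ATP-started · Schedule – 1 h at 25 °C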
MEKK3 PB1 HTS = modulators (inhibitors or enhancers) of MEK5 binding to human MEKK3 PB1 domain | 290,000 compounds, 1.4% hits | binding response (% of control), % at 10 µM | bead-based flow cytometry, Alexa488-MEK5 binding to MEKK3; actives lie on both sides; 0 = blocked by unlabeled MEK5, 100 = vehicle | Q99759 | AID 1529;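 active = binding response more than 3 SD above or below the average of its plate-row segment, actives on both sides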;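 note: Alexa488 bead fluorescence after subtracting the streptavidin-only scavenger bead signal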
Target sequence (Q99759 whole entry, looked up, the tested form may be a part): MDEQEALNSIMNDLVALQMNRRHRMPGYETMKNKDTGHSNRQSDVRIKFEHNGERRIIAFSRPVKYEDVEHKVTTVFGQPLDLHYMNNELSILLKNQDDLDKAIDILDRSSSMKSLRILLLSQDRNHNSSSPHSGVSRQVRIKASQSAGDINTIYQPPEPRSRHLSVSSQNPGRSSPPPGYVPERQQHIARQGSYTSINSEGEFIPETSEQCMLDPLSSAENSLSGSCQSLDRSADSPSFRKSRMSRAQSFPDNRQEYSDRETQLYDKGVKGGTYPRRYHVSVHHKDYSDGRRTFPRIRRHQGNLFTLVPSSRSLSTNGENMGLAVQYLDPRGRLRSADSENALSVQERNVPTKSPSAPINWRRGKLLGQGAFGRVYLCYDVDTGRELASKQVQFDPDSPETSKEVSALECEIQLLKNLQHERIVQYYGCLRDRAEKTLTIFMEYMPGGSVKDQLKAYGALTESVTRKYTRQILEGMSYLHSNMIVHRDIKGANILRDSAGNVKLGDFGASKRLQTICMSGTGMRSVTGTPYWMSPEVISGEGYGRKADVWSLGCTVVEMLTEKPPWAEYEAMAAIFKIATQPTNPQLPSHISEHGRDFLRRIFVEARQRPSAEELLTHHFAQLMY
CRFBP-R2 block = antagonists of CRF-binding protein/CRF-R2 receptor complex | inhibition, % at 11.8 µM | 350,000 compounds, 0.59% hits | HEK293 CRF-R2/CRF-BP, CRF-induced calcium fluorescence;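 active = inhibition of the ligand-induced calcium signal above about 50% at the single tested concentration, limit read from the data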
GalR3 antagonist = antagonists of human GalR3; O60755; AID 651719; 360,000 compounds, 0.44% hits; inhibition, % at 3 µM; HEK293 GalR3-CNG cAMP membrane potential fluorescence; galR3 body fused to GalR1 C-terminus;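 active = inhibition above the screen-wide average plus 3 SD, cut at about 13% in these data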;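 note: forskolin and galanin both at EC90 stimulate the cells; cAMP rise reported by CNG channel membrane potential dye signal; 0% = forskolin plus galanin with DMSO and 100% = forskolin alone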
Target sequence (O60755 1-299 limits assumed): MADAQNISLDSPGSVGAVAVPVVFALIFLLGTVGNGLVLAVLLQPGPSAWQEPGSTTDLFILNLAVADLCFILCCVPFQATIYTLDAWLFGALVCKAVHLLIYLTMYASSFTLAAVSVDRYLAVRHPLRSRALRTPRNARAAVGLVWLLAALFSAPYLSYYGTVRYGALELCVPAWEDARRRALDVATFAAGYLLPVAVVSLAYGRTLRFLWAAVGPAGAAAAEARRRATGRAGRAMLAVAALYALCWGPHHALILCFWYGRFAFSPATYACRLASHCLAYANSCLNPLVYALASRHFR
* marks the source's active call; other numbers are inactive results; · = no result given. Some of the compounds tested; count on the stated rates, not on these rows.

Key to letters: A = MEKK2wt PB1 HTS; B = MEKK2 mut-MEK5; C = CRFR2-BP ag; D = FID counter; E = UBC9 SUMO inh; F = HCV NS3 hel inh; G = MEKK3 PB1 HTS; H = CRFBP-R2 block; I = GalR3 antagonist
SMILES: Cc1cc(C)c(S(=O)(=O)N2CCc3ccccc32)c(C)c1
  A: 104; B: 0; C: 2.8; D: -16; E: 13; F: -2; G: 101; H: 43; I: -12

SMILES: CC1CCCCN1CC(=O)c1c(N)n(Cc2ccccc2)c(=O)n(C)c1=O (centres undefined)
  A: 93; B: -3; C: 1.3; D: 6; E: 5; F: -2; G: 84; H: -7; I: -3

SMILES: CC(=O)NC(CC(=O)N(C)Cc1cccc(Cl)c1Cl)c1ccccc1 (centres undefined)
  A: 83; B: -12; C: 1.0; D: -25; E: 7; F: 1; G: 93; H: -1; I: 1

SMILES: O=c1[nH]c2cc3c(cc2cc1C(c1nnnn1Cc1ccccc1)N1CCCc2ccccc21)OCO3 (centres undefined)
  A: 89; B: 0; C: 1.7; D: -6; E: 8; F: 3; G: 89; H: 15; I: -4

SMILES: CC(C(=O)Nc1ccc2c(c1)OCO2)c1ccc([N+](=O)[O-])cc1 (centres undefined)
  A: 102; B: 2; C: 18; D: 4; E: 10; F: -9; G: 106; H: 2; I: -4

SMILES: CC(=O)c1ccc(N2CCN(S(=O)(=O)c3ccc(-c4cc(C)no4)s3)CC2)cc1
  A: 102; B: 2; C: -0.5; D: -4; E: 15; F: -1; G: 103; H: -6; I: -6

SMILES: C=CCOc1nc(N2CCCC2)nc(N2CCCC2)n1
  A: 102; B: -1; C: 0.1; D: -11; E: -6; F: 1; G: 101; H: 14; I: -3

SMILES: O=C(NCCN1CCN(c2ccccc2)CC1)Nc1cccc(Cl)c1
  A: 121; B: 4; C: 2.1; D: 17; E: 1; F: -49; G: 108; H: -14; I: -9

SMILES: COc1ccc(N(CC(=O)Nc2ccc(S(=O)(=O)N3CCOCC3)cc2)S(=O)(=O)c2ccccc2)cc1
  A: 93; B: -11; C: 8.3; D: -16; E: 2; F: -10; G: 90; H: -21; I: 0

SMILES: Cc1ccccc1NC(=O)CCCN1C(=O)C2CC=CCC2C1=O (centres undefined)
  A: 105; B: 7; C: 0.0; D: -9; E: 4; F: 2; G: 101; H: 0; I: -3

SMILES: COCCN(C(=S)Nc1c(C)cccc1C)C(C)c1ccco1 (centres undefined)
  A: 95; B: -2; C: -0.1; D: -8; E: 28; F: -1; G: 102; H: 3; I: -7

SMILES: O=C(NCCCn1cccn1)C1CCC(=O)N(Cc2ccccc2F)C1 (centres undefined)
  A: 101; B: 7; C: -0.9; D: -7; E: 12; F: 4; G: 102; H: -5; I: 0

SMILES: COc1ccc2cc(/C(C)=N/NC(=O)c3cc(-c4cccnc4)nc4ccccc34)ccc2c1
  A: 96; B: -1; C: -1.5; D: -2; E: 3; F: 0; G: 95; H: 17; I: -3

SMILES: CCNC(=O)CCSc1nc(C)cc(C)n1
  A: 95; B: -1; C: 0.9; D: 5; E: -7; F: 8; G: 98; H: -4; I: -5

SMILES: CCn1cc(C(=O)O)c(=O)c2cc(F)c(N3CCN(C(=S)NC(=O)c4ccccc4F)CC3)cc21
  A: 98; B: -4; C: -2.0; D: -2; E: 7; F: 0; G: 103; H: 2; I: -9

SMILES: O=C(NC12CC3CC(CC(C3)C1)C2)c1ccccc1
  A: 93; B: -2; C: -2.5; D: -19; E: 20; F: -2; G: 98; H: 6; I: -8

SMILES: Cc1nc(NC(=O)c2ccc(Cl)cc2)nc2cc3c(cc12)OCO3
  A: 75; B: -2; C: -1.4; D: -3; E: -25; F: 1; G: 82; H: 10; I: -4

SMILES: Cc1cccc(C)c1NC(=S)N1CCCCCC1
  A: 111; B: 8; C: -0.2; D: -4; E: -9; F: -5; G: 104; H: -33; I: -10

SMILES: c1cncc(-c2nnc3sc(C4CCCCC4)nn23)c1
  A: 104; B: 6; C: -0.9; D: -10; E: 27; F: 2; G: 101; H: -10; I: ·

SMILES: CCOC(=O)c1c(NC(=O)c2nn(CC)cc2Br)c(C#N)nn1-c1ccccc1
  A: 98; B: 0; C: 1.0; D: -10; E: 11; F: -9; G: 100; H: 21; I: -4

SMILES: CCCN1CCC(NC(=O)Nc2ccc(OC)c(OC)c2)CC1
  A: 100; B: 2; C: 9.6; D: 5; E: -5; F: 5; G: 107; H: 3; I: -2

SMILES: C/C(=N/Nc1nc(C)cc(-c2ccccc2)n1)c1ccco1
  A: 108; B: 5; C: -0.1; D: -14; E: 11; F: -4; G: 104; H: -1; I: 2

SMILES: CC(C)(C)N1NC(=O)Nc2ccccc2C1=O
  A: 109; B: 8; C: -0.6; D: -3; E: 12; F: 0; G: 112; H: -3; I: -3

SMILES: O=C(COC(=O)[C@H](Cc1ccccc1)NC(=O)c1ccco1)NC(c1ccccc1)c1ccccc1
  A: 104; B: 6; C: 8.2; D: -20; E: -16; F: -10; G: 106; H: -16; I: 2

SMILES: O=S(=O)(NCc1ccccc1)c1ccc(-n2cccn2)cc1
  A: 98; B: 5; C: -0.6; D: -21; E: -2; F: 16; G: 102; H: 18; I: 0

The last three records of the section above open the next one:
Key to letters: A = MEKK2wt PB1 HTS; B = MEKK2 mut-MEK5; C = CRFR2-BP ag; D = FID counter; E = UBC9 SUMO inh; F = HCV NS3 hel inh; G = MEKK3 PB1 HTS; H = CRFBP-R2 block; I = GalR3 antagonist
SMILES: CC(C)(C)N1NC(=O)Nc2ccccc2C1=O
  A: 109; B: 8; C: -0.6; D: -3; E: 12; F: 0; G: 112; H: -3; I: -3

SMILES: O=C(COC(=O)[C@H](Cc1ccccc1)NC(=O)c1ccco1)NC(c1ccccc1)c1ccccc1
  A: 104; B: 6; C: 8.2; D: -20; E: -16; F: -10; G: 106; H: -16; I: 2

SMILES: O=S(=O)(NCc1ccccc1)c1ccc(-n2cccn2)cc1
  A: 98; B: 5; C: -0.6; D: -21; E: -2; F: 16; G: 102; H: 18; I: 0

SMILES: CCOC(=O)N1CCN(C(=O)C2CCN(S(=O)(=O)c3ccc(OC)cc3)CC2)CC1
  A: 86; B: -11; C: -2.8; D: -29; E: 12; F: 11; G: 91; H: 16; I: -6

SMILES: O=C(COc1ccccc1[N+](=O)[O-])N(Cc1ccccc1)c1ccccn1
  A: 93; B: -1; C: -0.7; D: -7; E: 17; F: -8; G: 98; H: 5; I: -3

SMILES: Cc1ccc(-c2ccc([C@H]3[C@@H]4C=CCC[C@@]4(C)C(=O)N3Cc3ccccc3)c(F)c2)cc1
  A: 69; B: 2; C: 1.8; D: ·; E: 4; F: ·; G: 84; H: -3; I: 2

SMILES: Cc1nn(Cc2ccc(Cl)c(Cl)c2)c(C)c1NC(=O)c1noc2c1CCCCC2
  A: 107; B: 1; C: -3.2; D: -2; E: -14; F: -6; G: 102; H: -31; I: -6

SMILES: Cc1cccc2sc(NC(=O)C3CC3)nc12
  A: 95; B: 4; C: 3.7; D: -7; E: 3; F: 6; G: 96; H: -6; I: -8

SMILES: CCN1C(=O)c2ccccc2Sc2ccc(C(=O)NC(C)C)cc21
  A: 101; B: 3; C: -0.4; D: -27; E: -16; F: -7; G: 103; H: 8; I: -7

SMILES: Cn1c(=O)oc2cc(S(=O)(=O)NC(Cc3ccccc3)C(=O)N3CCCCC3)ccc21 (centres undefined)
  A: 108; B: 4; C: -1.8; D: -21; E: 12; F: 12; G: 109; H: 4; I: 2

SMILES: Cc1ccc([N+](=O)[O-])cc1S(=O)(=O)N1CCC(C)CC1
  A: 86; B: -9; C: -1.2; D: 5; E: 10; F: -1; G: 94; H: -1; I: -3

SMILES: Cc1cc(C)cc(OCC(=O)Nc2cccc(-c3nnc(-c4ccco4)o3)c2)c1
  A: 91; B: -2; C: 2.4; D: 5; E: -10; F: 35; G: 91; H: 17; I: -7

SMILES: C=CCOc1ccc(C2NC(=O)c3ccccc3O2)cc1 (centres undefined)
  A: 109; B: 16; C: 1.9; D: -13; E: 12; F: -2; G: 107; H: -19; I: -1

SMILES: CCN(CC)CCN(C(=O)c1ccc(S(=O)(=O)N(C)C2CCCCC2)cc1)c1nc2c(C)cccc2s1
  A: 133; B: 19; C: 1.7; D: 8; E: 10; F: -30; G: 107; H: -26; I: 1

SMILES: COCCNC(=O)C(c1ccc(C)cc1)N(C(=O)CCC(=O)Nc1ccccn1)c1ccc(F)cc1 (centres undefined)
  A: 95; B: 1; C: -0.3; D: -44; E: -1; F: 2; G: 101; H: -9; I: -4

SMILES: CCCCNC(=O)NNC(=O)c1ccco1
  A: 105; B: 2; C: 2.3; D: 0; E: 0; F: -4; G: 100; H: -10; I: 1

SMILES: CCn1c(O)c(N=NC(=O)CNC(=O)c2ccco2)c2ccccc21
  A: 101; B: 7; C: 0.0; D: -2; E: -5; F: -3; G: 97; H: 10; I: 0

SMILES: Cn1c(C(=O)OCC(=O)NCCc2ccccc2)cc2sccc21
  A: 100; B: 2; C: 2.4; D: -15; E: 10; F: -4; G: 99; H: 14; I: -3

SMILES: CCOC(=O)c1ccc(N2C(=O)CC(NNC(=O)c3ccc(Br)s3)C2=O)cc1 (centres undefined)
  A: 101; B: -2; C: -0.6; D: -31; E: 11; F: 14; G: 97; H: -5; I: 1

SMILES: NC(=O)Cn1c(=O)n(-c2ccccc2)c(=O)c2oc3ccccc3c21
  A: 95; B: -6; C: 4.6; D: -7; E: 7; F: 7; G: 103; H: 8; I: 3

SMILES: O=C(NCc1ccc(C(F)(F)F)cc1)C1CC(c2ccccc2[N+](=O)[O-])=NO1 (centres undefined)
  A: 109; B: 5; C: -4.5; D: -5; E: 31; F: -1; G: 107; H: -12; I: -2

SMILES: O=C(COc1ccc(S(=O)(=O)N2CCCC2)cc1Cl)NCc1ccccn1
  A: 102; B: 3; C: 1.0; D: -22; E: 6; F: 2; G: 97; H: -13; I: -2

SMILES: Clc1ccc(CSc2nnc(/C=C/c3ccccc3)o2)c(Cl)c1
  A: 92; B: -9; C: 5.2; D: -5; E: 1; F: -1; G: 94; H: -17; I: 1

SMILES: OCC[C@@H]1C[C@H](O)[C@@H](O)[C@]2(CCCO2)O1
  A: 104; B: 1; C: -0.1; D: ·; E: ·; F: ·; G: 102; H: -2; I: -5

SMILES: COc1ccc(-c2nnn(CC(=O)NC3CCCc4ccccc43)n2)cc1OC (centres undefined)
  A: 115; B: 5; C: -2.8; D: -1; E: 28; F: -6; G: 122*; H: 18; I: -3

SMILES: N#Cc1cc2c(nc1SCc1ccc(Cl)cc1)CCCC2
  A: 100; B: 4; C: -0.5; D: 1; E: 4; F: 1; G: 109; H: 16; I: -2

SMILES: CC(C)C(=O)Nc1c(-c2ccc(Cl)cc2)c(=O)c2ccccc2n1C
  A: 106; B: 3; C: 0.1; D: -4; E: 10; F: 0; G: 101; H: 1; I: -10

SMILES: Cc1nn(C(=O)C2CC2)c(C)c1Sc1ccc(Cl)cc1
  A: 102; B: 4; C: 3.9; D: 0; E: 7; F: 6; G: 100; H: 10; I: -3

SMILES: CNC(=O)C(=O)N/N=C/c1ccc(Br)cc1
  A: 93; B: -7; C: -0.3; D: -1; E: 6; F: 3; G: 100; H: 8; I: -2
